# ABHD4 inh: ABHD4 (mouse) inhibition, primary FP screen. Q8VD66. purified mABHD4, FP-Rh probe fluorescence polarization. inhibition, % at 8.92 µM. hit rate 0.54% among 370,000;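 active means inhibition exceeding the mean over every tested compound plus 3 SD, cut at about 30% in these data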;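 further: 0% = plate median of compound wells and 100% = S159A mutant with DMSO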
# Target sequence (Q8VD66 whole entry, looked up): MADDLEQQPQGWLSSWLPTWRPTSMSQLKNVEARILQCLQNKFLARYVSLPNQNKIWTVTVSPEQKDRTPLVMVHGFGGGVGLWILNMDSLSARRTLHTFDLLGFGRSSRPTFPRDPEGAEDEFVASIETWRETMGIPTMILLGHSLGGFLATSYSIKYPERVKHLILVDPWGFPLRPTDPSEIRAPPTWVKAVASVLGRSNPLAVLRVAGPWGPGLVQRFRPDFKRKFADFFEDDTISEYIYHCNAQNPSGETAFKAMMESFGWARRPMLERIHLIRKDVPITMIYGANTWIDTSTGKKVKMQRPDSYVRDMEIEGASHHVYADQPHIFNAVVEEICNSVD
#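 Doses – 8.92 µM, single dose · Material – wild-type mouse ABHD4 protein · Replication – single well per compound (singlicate) · Measure – percent inhibition of probe binding, normalized to plate controls · Schedule – 45 min compound pre-incubation plus 60 min probe step, 25 °C · Detection – fluorescence polarization with parallel and perpendicular emission, 525/598 nm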
# LEDGF integ inh: blocks HIV-1 LEDGF/p75-dependent DNA integration; TR-FRET IN-LEDGF/p75 DNA integration, Eu/Cy5; inhibition, % at 3.7 µM; hit rate 0.64% among 370,000; AID 743269;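 active means inhibition above the screen-wide mean plus 3 SD, cut at about 13% in these data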;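 further: signal is the Cy5 over europium emission ratio at 671 and 618 nm; 0% = plate median of compound wells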
# NPR2 activator: GC-B (human) receptor activation | P20594 | HEK293-GC-B cells, CNP EC30, cGMP TR-FRET; 0% at EC30 CNP, 100% saturating CNP | activation, % at 10 µM | hit rate 0.11% among 370,000 | AID 1920062;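 active means activation at 10 µM reaching about 35% in either raw or pattern-adjusted values, limit read from the data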
# PRMT1 inh: inhibitors of human PRMT1; Q99873; recombinant PRMT1, activity-based probe fluorescence polarization; inhibition, % at 2.79 µM; hit rate 1.3% among 370,000; AID 652257;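 active means inhibition above about 21% made by adding two undisclosed values, limit read from the data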
# Target sequence (Q99873 whole entry, looked up): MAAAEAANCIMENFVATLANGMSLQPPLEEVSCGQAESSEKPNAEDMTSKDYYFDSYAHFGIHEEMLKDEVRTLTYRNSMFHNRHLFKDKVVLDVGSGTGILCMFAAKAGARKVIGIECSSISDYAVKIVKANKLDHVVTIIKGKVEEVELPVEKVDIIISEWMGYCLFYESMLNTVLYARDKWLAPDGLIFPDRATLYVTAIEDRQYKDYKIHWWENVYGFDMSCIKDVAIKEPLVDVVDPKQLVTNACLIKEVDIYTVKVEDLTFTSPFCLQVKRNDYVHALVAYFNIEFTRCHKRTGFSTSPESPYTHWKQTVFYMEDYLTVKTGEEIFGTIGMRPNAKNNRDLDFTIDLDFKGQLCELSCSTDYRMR
# TCR CD3 inh: inhibitors of human TCR-CD3 interaction; TAMRA-labeled TCR probe fluorescence, biochemical; inhibition, % at 9.4 µM; hit rate 0.37% among 360,000; AID 651800; in the data active means inhibition above about 19%;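 further: recombinant mutant TCR 2C K166C tagged with TAMRA read by polarization; 0% = receptor in buffer alone and 100% = receptor with positive control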
# rCAG binder: binds r(CAG) RNA repeats; r(CAG) RNA repeat, TO-PRO-1 dye displacement fluorescence; inhibition, % at 3 µM; AID 651821; hit rate 1.3% among 370,000;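 active means inhibition above the plate cutoff, the mean of all test compounds on that plate plus 3 SD, cut at about 35% in these data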;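 further: 0% = DMSO alone and 100% = 100 µM mitoxantrone as full dye displacement; higher means more dye released from RNA so lower well fluorescence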
# HTRA1 inhibitor: blocks human HTRA1 serine peptidase | hit rate 0.5% among 340,000 | AID 504803 | inhibition, % at 5.96 µM | recombinant HTRA1, FP-rhodamine activity-based probe, fluorescence polarization | Q92743; in the data active means inhibition above about 36%;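 further: 0% = enzyme with DMSO and 100% = wells lacking enzyme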
# MBD2 DNA inh: blocks human MBD2 binding to methylated DNA; hit rate 0.31% among 370,000; Q9UBB5; inhibition, % at 4.4 µM; TR-FRET, MBD2 binding to methylated oligonucleotide; in the data active means inhibition above about 13%
# SIAE primary: inhibitors of human sialic acid acetylesterase SIAE; inhibition, % at 9.66 µM; Q9HAT2; hit rate 0.69% among 370,000; SIAE FP-Rh probe binding, fluorescence polarization;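 active means inhibition above a cutoff: mean of compounds within the control limits plus 3 SD of those, cut at about 17% in these data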;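 further: 0% = plate median of compound wells and 100% = probe without SIAE protein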
# TDP2 inh: blocks human TDP2 phosphodiesterase activity; O95551; recombinant TDP2, T5PNP hydrolysis, p-nitrophenol absorbance 415 nm; inhibition, % at 12.8 µM; hit rate 0.34% among 370,000; AID 720702;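 active means inhibition above the mean of all tested compounds plus 3 SD, set per campaign, cut at about 25% in these data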;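 further: 0% = DMSO with enzyme and 100% = buffer with substrate but no TDP2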
#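 Read-out basis: percent inhibition. System: recombinant human TDP2. Buffer or medium: Mg2+-containing Tris-HCl buffer, pH 7.5. Repeats: single replicate. Timing: reaction 2 h, 37 °C. Benchmarks: high control without enzyme, low control DMSO plus TDP2. Probe or stimulus: 5 mM T5PNP. Doses: 12.8 µM only. Measured by: epi absorbance of p-nitrophenol freed from T5PNP by hydrolysis.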
# Starred values were filed as active, the others as inactive; · = not tested or not shown.
No.	mol	ABHD4 inh	LEDGF integ inh	NPR2 activator	PRMT1 inh	TCR CD3 inh	rCAG binder	HTRA1 inhibitor	MBD2 DNA inh	SIAE primary	TDP2 inh
1	Cc1cc(Cl)ccc1C(=O)C1CCCN(C(=O)c2cnsn2)C1 (stereo not given)	-13	0	-6	0	0	-4	-3	-4	-3	-16
2	COc1ccc(-c2cc(C(=O)NCC(C)C)no2)cc1	2	-2	7	-2	10	-2	-4	-1	-7	-13
3	COc1cc(C(C[N+](=O)[O-])c2c(C)[nH]c3ccccc23)ccc1O (stereo not given)	12	-7	-9	6	-8	15	12	-3	6	-3
4	Cc1cccc2c(N)c3c(nc12)N(C)CC3	14	1	-3	11	0	4	4	-7	6	8
5	CCOC(=O)c1ccoc1CN1CCN(S(=O)(=O)c2ccc(C)c(C)c2)CC1	0	2	0	-1	1	2	-7	3	-5	-6
6	O=C(Cc1ccccc1)Nc1ccc(NC(=S)NC(=O)c2ccccc2)cc1	-5	-1	-1	0	4	5	-9	-2	-9	5
7	Cc1ccccc1C(=O)NCC(=O)Nc1ccc(C)c(S(=O)(=O)N2CCCCCC2)c1	-3	-3	3	4	-5	1	-9	1	3	-3
8	CCCN1CCN(C(=O)c2ccccc2-c2nc3ccccc3s2)CC1	0	0	1	5	5	-7	0	4	0	-10
9	O=C(CSc1ncn[nH]1)Nc1cccc2ccccc12	-1	-2	-4	0	-1	1	-5	-1	0	-8
10	CN(C)/C=N/n1cnc2ccccc2c1=O	-3	4	0	-4	4	0	-4	-1	-2	-6
11	CSc1nc(S(=O)(=O)c2ccc(C)cc2)c(Cl)s1	-3	4	0	-11	1	-2	-5	0	5	-1
12	CCN(CC)S(=O)(=O)c1ccc(C(=O)Nc2ncn(Cc3ccccc3)n2)cc1	-3	1	-2	-3	13	-4	-2	-3	-1	6
13	CCCN1CCC(=O)N([C@H](CSc2ccc(C)cc2)CC(C)C)CC1	5	2	0	1	-3	-11	-7	4	2	3
14	COc1cc2sc(NC(=O)c3ccco3)nc2cc1Cl	-3	8	-4	-4	0	-1	-1	-5	-13	-25
15	COc1ccc(CCN(C)C(=S)NC(=O)c2ccc(F)cc2Cl)cc1OC	-1	4	5	-3	6	-5	-3	0	-12	-8
16	COC(=O)c1cccc(NC(=O)c2cc(OC)c(OC)c(OC)c2Br)c1	-1	0	5	0	2	0	-8	-1	-4	4
17	CCc1c(C)nc(N)n2c(SCC(=O)NC3CCCCC3)nnc12	-4	0	-4	-3	7	1	-4	-3	0	16
18	Cc1cc(S(=O)(=O)NC[C@H]2O[C@@H](n3cnc4c(N)ncnc43)[C@H](O)[C@@H]2O)c(C)s1	4	-1	2	7	-2	4	-2	3	-6	1
19	O=C(CNC(=O)c1cccs1)OCC(=O)c1ccccc1Cl	1	-2	-1	-4	11	-4	4	-3	15	-9
20	CC1C/C(=C\c2cccnc2)C(=O)/C(=C/c2cccnc2)C1 (stereo not given)	8	6	1	3	-2	-3	3	-2	2	-1
21	O=C(Cn1c(=O)n(-c2ccccc2)c(=O)c2sccc21)N1CCCC1	2	-5	4	2	-5	-1	3	4	-8	-9
22	O=C1C=C(N2CCCCC2)c2ccccc2C1=O	17	29*	-6	-4	1	5	·	-20	9	70*
23	COc1cccc2sc3cc(NCCCN4CCOCC4)ccc3c(=O)c12	7	3	-1	3	2	1	0	-4	3	-3
24	Cc1ccc(NC(=O)c2ccccc2)cc1C	9	-1	4	-2	7	-1	-12	4	0	6
25	COC(=O)C1=C(NC(=O)COc2ccc(Cl)cc2Cl)CCS1	-5	2	-4	3	1	4	-1	-1	20*	6
26	COc1ccccc1COCC(O)CNCCc1ccc(C(F)(F)F)cc1 (stereo not given)	12	1	-8	-3	5	-6	8	-2	1	2
27	COc1ccc(C(=O)Nc2cc(Cl)ccc2-n2cncn2)c(OC)c1OC	-5	4	2	-3	-1	-2	-2	-1	-4	1
28	CCOc1cccc(N2C(=O)CC(NCc3ccc(S(N)(=O)=O)cc3)C2=O)c1 (stereo not given)	-3	-3	-3	46*	2	3	2	0	-9	-18
29	COC(=O)c1sccc1NC(=O)c1c(Cl)cnn1C	0	2	3	0	7	1	-5	-4	-3	13
30	Cc1ccc(C)c(S(=O)(=O)NCC(=O)Nc2ccc3c(c2)OCO3)c1	-2	12	-5	4	-1	-6	-2	3	1	4
31	CCOC(=O)c1c(CS(=O)(=O)c2ccccc2)n(C)c2cc(Br)c(O)c(CN(C)C)c12	9	4	-11	0	-7	7	-2	1	15	5
32	COc1ccc(OC)c(S(=O)(=O)Nc2cccnc2)c1	2	-2	-5	-3	-7	-3	4	1	2	9
33	CNc1cc(-c2cc(OC)ccc2OC)ncn1	-17	-3	2	7	-8	1	·	7	-2	-11
34	COc1cc2cc(CCOC(=O)N3CCCCC3)oc(=O)c2cc1OC	-5	-1	-1	-3	-4	-5	-4	1	2	9
35	O=C(Nc1ccc(N2CCCC2)cc1)c1ccccc1F	13	-5	2	5	-4	8	34	2	6	-4
36	CN(C)CC(O)CN(c1ccccc1)c1ccccc1 (stereo not given)	-4	1	-4	-2	4	-2	·	5	4	12
37	CN(c1ccccc1)c1nc(N)c([N+](=O)[O-])c(NC2CCCCC2)n1	1	-3	3	-2	9	2	-5	-3	-4	5
38	COc1ccc(CN(CC(=O)NCc2ccc(F)cc2)C(=O)CCC(=O)Nc2ccccn2)cc1	3	1	-1	-1	4	0	9	2	0	-9
39	Cc1csc(=O)n1CC(=O)OCC(=O)N(CC(C)C)c1c(N)n(Cc2ccccc2)c(=O)[nH]c1=O	-3	2	-2	-1	1	1	1	2	1	0
40	Cc1oc(-c2ccc3c(c2)OCCO3)cc1C(=O)NC(Cc1ccccc1)C(=O)O (stereo not given)	-5	7	2	11	-3	28	0	0	-1	-7
41	Cc1nnc2ccc(-c3ccc(NC(=O)Cc4cccs4)cc3)nn12	15	0	-5	2	13	21	-10	-6	-2	8
42	Cc1nn(C(C)C(=O)O)c(=O)c2ccccc12 (stereo not given)	-2	-1	6	1	4	-2	1	-1	8	9
43	Clc1ccccc1C1SCC2Nc3ccccc3CN21 (stereo not given)	-2	0	-1	8	2	1	-3	-3	-1	2
44	Cc1cccn2c(=O)c(C=O)c(N3CCSCC3)nc12	-2	1	3	-4	3	-3	-3	-4	9	7
45	COc1ccc(NS(=O)(=O)c2cc(NC(=O)c3ccc(C)s3)ccc2N2CCOCC2)cc1	-24	3	1	3	-6	12	-57	-1	-31	2
46	CC1(C)Cc2c(C#N)c(N)sc(=S)c2CS1	8	2	8	31*	4	11	15	-1	2	12
47	COc1ccc(Cc2noc(CN(C)CC3CCN(Cc4ccccc4)CC3)n2)cc1OC	3	-3	3	6	-4	-6	2	3	-3	-8
48	Cn1cnc2cc(NCc3ccccc3Cl)ccc21	5	6	-5	-2	4	-5	1	-7	16	-6
49	CCCn1c(SCC(=O)Nc2c(C)cccc2CC)nnc1C(C)C	3	5	-3	2	6	-6	2	1	1	10
50	O=C1NC(Cc2ccc(O)cc2)c2nc3ccc(Cl)cc3c(=O)n2-c2cc3ccccc3cc21 (stereo not given)	-53	-1	57*	1	-8	23	-76	1	-31	-4

# As a working copy, part of the list above:
No.	mol	ABHD4 inh	LEDGF integ inh	NPR2 activator	PRMT1 inh	TCR CD3 inh	rCAG binder	HTRA1 inhibitor	MBD2 DNA inh	SIAE primary	TDP2 inh
39	Cc1csc(=O)n1CC(=O)OCC(=O)N(CC(C)C)c1c(N)n(Cc2ccccc2)c(=O)[nH]c1=O	-3	2	-2	-1	1	1	1	2	1	0
40	Cc1oc(-c2ccc3c(c2)OCCO3)cc1C(=O)NC(Cc1ccccc1)C(=O)O (stereo not given)	-5	7	2	11	-3	28	0	0	-1	-7
41	Cc1nnc2ccc(-c3ccc(NC(=O)Cc4cccs4)cc3)nn12	15	0	-5	2	13	21	-10	-6	-2	8
42	Cc1nn(C(C)C(=O)O)c(=O)c2ccccc12 (stereo not given)	-2	-1	6	1	4	-2	1	-1	8	9
43	Clc1ccccc1C1SCC2Nc3ccccc3CN21 (stereo not given)	-2	0	-1	8	2	1	-3	-3	-1	2
44	Cc1cccn2c(=O)c(C=O)c(N3CCSCC3)nc12	-2	1	3	-4	3	-3	-3	-4	9	7
45	COc1ccc(NS(=O)(=O)c2cc(NC(=O)c3ccc(C)s3)ccc2N2CCOCC2)cc1	-24	3	1	3	-6	12	-57	-1	-31	2
46	CC1(C)Cc2c(C#N)c(N)sc(=S)c2CS1	8	2	8	31*	4	11	15	-1	2	12
47	COc1ccc(Cc2noc(CN(C)CC3CCN(Cc4ccccc4)CC3)n2)cc1OC	3	-3	3	6	-4	-6	2	3	-3	-8
48	Cn1cnc2cc(NCc3ccccc3Cl)ccc21	5	6	-5	-2	4	-5	1	-7	16	-6
49	CCCn1c(SCC(=O)Nc2c(C)cccc2CC)nnc1C(C)C	3	5	-3	2	6	-6	2	1	1	10
50	O=C1NC(Cc2ccc(O)cc2)c2nc3ccc(Cl)cc3c(=O)n2-c2cc3ccccc3cc21 (stereo not given)	-53	-1	57*	1	-8	23	-76	1	-31	-4

# Following part
No.	mol	ABHD4 inh	LEDGF integ inh	NPR2 activator	PRMT1 inh	TCR CD3 inh	rCAG binder	HTRA1 inhibitor	MBD2 DNA inh	SIAE primary	TDP2 inh
51	CC1=C(C(=O)OCC(C)C)C2(O)C(=O)c3ccccc3C2(O)N1 (stereo not given)	7	-1	2	1	-5	-3	7	-8	3	47*
52	CCN(CC(=O)NC1CCCC1)S(=O)(=O)c1ccc(Br)cc1	-5	1	0	-3	-2	-3	-4	1	2	16
53	Cc1ccc(S(=O)(=O)NNC(=O)c2ccc(O)cc2)cc1	2	1	4	-2	2	-1	-2	-4	-3	6
54	COCCNC(=O)C1(C)C=CC2(CCCCC2)N1C(=O)c1ccccc1 (stereo not given)	-1	0	4	-2	-3	-6	2	-4	5	-2
55	Cc1ccc(CN2CCSc3ccc(C(=O)NCc4cccnc4)cc32)cc1	-2	0	5	15	-6	6	-2	5	6	-8
56	O=C(c1ccc2c(c1)CCC2)N1CCN(Cc2ccccc2)CC1	4	-3	9	0	8	5	-2	-1	0	-6
57	CCCNC(=O)[C@@H]1CCCN1C(=O)C1CCN(S(=O)(=O)c2ccc(C)cc2)CC1	7	2	-3	2	1	-4	7	-1	5	16
58	CCOc1ccc(CN(C)CC(=O)NNC(=O)c2ccc(Cl)cc2)cc1OC	1	-3	4	-1	-3	-3	-1	2	-7	8
59	Cc1ccccc1S(=O)(=O)NC(=O)C1(C)CCN1C(=O)CC1CCCC1 (stereo not given)	-5	-3	1	-6	3	5	·	0	0	12

# Compound activity from PubChem.

# Some of the compounds tested; the hit share may differ from the screen's.
